# Abeta rescue – qHTS for compounds that reverse cellular toxicity of Amyloid beta (A-beta) peptide in yeast: Primary Screen. yeast expressing A-beta42, growth rescue, OD600, 48 h; response scale: 0% DMSO, 100% iron-clioquinol control. Potency, µM (doses to about 46.1 µM), for inactives: at the highest dose growth rescue, hits mostly activators. 410,000 compounds, 0.063% hits; further: potency means the concentration at half of the fitted maximal effect; nearly all actives have a fitted effect of over 55% in size
#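 Growth rescue measured by 600 nm absorbance after 48 h yeast culture at 30 C with compound. Values normalized between DMSO and an equimolar ferric chloride plus clioquinol control.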
# TDP43 rescue – qHTS of TDP-43 Inhibitors | TDP-43 expressing yeast growth rescue, BacTiter-Glo, 24 h | Potency, µM (highest dose often 46.1 µM), for the others: at the highest dose growth rescue (activation), most hits filed as activators | 410,000 compounds, 1.8% hits | AID 652104, 2013; further: potency means the concentration at half of the fitted maximal effect; % of control where 0% means no effect; nearly all actives have a fitted effect of over 50% in size
#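 Luminescence from BacTiter-Glo reports growth of TDP-43-expressing yeast after 24 hr at 30 deg C with compound. Cells were raffinose-pregrown to mid-log, then seeded in galactose medium at OD600=0.02.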
# FUS yeast rescue – qHTS for Suppressors of FUS Proteinopathy: Primary screen using FUS-linked yeast assay | S. cerevisiae FUS-expressing, growth rescue, OD600, 24 h | 390,000 compounds, 0.24% hits | Potency, µM (top dose mostly 76.6 µM), for the others: top-dose growth rescue (activation), most hits filed as activators;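 further: potency means the concentration at half of the fitted maximal effect; plate controls were DMSO vehicle for no effect and reference control for full effect; nearly all actives have a fitted effect of over 55% in size; some results filed as inactive show a strong effect at the top dose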
#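 Read-out: OD at 600 nm after 24hr at 30C, reporting rescue of FUS-induced yeast toxicity. Cells at OD 0.005 in galactose (2%) minimal medium; compounds tested in a dilution series; CP55940 titration from 92uM final as control.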
# DRD3 agonist – qHTS of D3 Dopamine Receptor Agonist: qHTS; AID 652048, 2013; D3R DiscoveRx beta-arrestin cells, luminescence, 90 min; 410,000 compounds, 0.58% hits; D(3) dopamine receptor (Homo sapiens), P35462; max activation, %; in the data active means max activation above about 30%; further: 0% is about no effect; mostly tested at two doses, the higher about 12 µM
# Target sequence (P35462 whole entry, looked up): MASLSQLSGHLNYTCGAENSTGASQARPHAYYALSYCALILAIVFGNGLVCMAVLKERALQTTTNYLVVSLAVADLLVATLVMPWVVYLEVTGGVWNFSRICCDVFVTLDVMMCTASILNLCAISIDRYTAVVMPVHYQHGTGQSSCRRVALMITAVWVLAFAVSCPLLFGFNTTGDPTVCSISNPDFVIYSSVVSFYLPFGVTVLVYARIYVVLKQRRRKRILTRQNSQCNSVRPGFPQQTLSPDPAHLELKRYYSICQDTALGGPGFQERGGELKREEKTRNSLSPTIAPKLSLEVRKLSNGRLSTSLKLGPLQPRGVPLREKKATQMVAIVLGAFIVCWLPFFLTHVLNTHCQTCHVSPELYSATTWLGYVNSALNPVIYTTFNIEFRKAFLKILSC
#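 Agonist-mode cell screen: cells plated at 1500/well and incubated overnight at 37 °C, then exposed to library compounds for 90 min at 37 °C. Detection reagent was added for 30–60 min at room temperature, and luminescence was read.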
# aSyn yeast inh – qHTS of alpha-syn Inhibitors. Yeast expressing alpha-synuclein, growth rescue, BacTiter-Glo, 24 h. Potency, µM (titrated, usually from 46.1 µM), inactives show top-dose growth rescue (activation), most hits filed as activators. 370,000 compounds, 0.14% hits. AID 652106, 2013; further: potency means the concentration at half of the fitted maximal effect; % of control where 0% means no effect; nearly all actives have a fitted effect of over 65% in size
#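 Galactose-induced alpha-syn yeast (OD600=0.02, raffinose-pregrown) + pinned cpd, 24 hr, 30 deg C; growth by BacTiter-Glo luminescence. Growth restoration scores as activation.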
# D3 antag – qHTS of D3 Dopamine Receptor Antagonist: qHTS. D3R cells, DiscoveRx beta-arrestin luminescence, antagonist mode; hits give low values. max response, negative = inhibition, %. 360,000 compounds, 2.5% hits; in the data active means max response below about -50%; inconclusive means no clear call, values can overlap the other calls; further: on the % scale 0 is the no-effect control and ±100 the full control effect; mostly tested at two doses, the higher about 12 µM
#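 Cells expressing the human receptor were seeded at 1500 cells/well, incubated overnight at 37 degrees C in 5% CO2, then exposed to library compounds with dopamine controls for 90 minutes at 37 degrees C before luminescent detection.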
# EPAC2 antag – qHTS for Antagonist of cAMP-regulated guanine nucleotide exchange factor 2 (EPAC2): primary screen | Potency, µM (series often up to 114 µM), for inactives: at the highest dose activity, negative = inhibition, usual class: inhibitors | 360,000 compounds, 0.18% hits | AID 720708, 2013 | Rap guanine nucleotide exchange factor 4 (Homo sapiens), Q8WZA2 | EPAC2 GEF exchange of Rap1B-BODIPY-GDP, fluorescence; further: potency means the concentration at half of the fitted maximal effect; on the % scale 0 is the no-effect control and ±100 the full control effect; nearly all actives have a fitted effect of over 45% in size; many of its hits are not listed in these tables
# EPAC2 ag – qHTS for Agonist of cAMP-regulated guanine nucleotide exchange factor 4 (EPAC2): primary screen | Rap guanine nucleotide exchange factor 4 (Homo sapiens), Q8WZA2 | Potency, µM (series often up to 154 µM), inactives show top-dose activation, actives largely listed as activators | 360,000 compounds, 0.079% hits | EPAC2 activation, biochemical qHTS; response scale: 100% = 6.5 mM cAMP response; further: potency means the concentration at half of the fitted maximal effect; nearly all actives have a fitted effect of over 50% in size
#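 Guanine nucleotide exchange by EPAC2 is measured as reduced fluorescence of BODIPY-GDP once it is released from 250 nM Rap1B. Plates are read kinetically for 30 min at room temperature; results are scaled to 6.5 mM cAMP.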
# * = called active by the depositor; ? = inconclusive; · = not tested or not shown; [ ] = dose if it differs, or a comment. Unless noted, the call rests on the fitted dose curve; in most records, active means well fitted curve in the direction sought with a large enough effect; inconclusive means small, poorly fitted or top-dose-only effect, or another doubt; inactive means no such curve, though single readings can be large; an effect the other way counts as inactive or inconclusive.
SMILES,Abeta rescue,TDP43 rescue,FUS yeast rescue,DRD3 agonist,aSyn yeast inh,D3 antag,EPAC2 antag,EPAC2 ag
COc1ccc(CNC(=O)c2c(O)nc3cc(C)ccn3c2=O)cc1,2%,13%,-28%,2,·,·,·,·
Fc1cccc(NCc2cn3ccccc3n2)c1,10%,23%,8%,4,9%,-11,-1%,2%
NCC(=O)N1CCC(C(=O)N[C@@H](Cc2c[nH]c3ccccc23)C(=O)O)CC1,-12%,-4%,-17%,-1,-3%,-9,7%,7%
Cc1ccc(S(=O)(=O)N2CCCCC2)cc1NC(=O)c1cccnc1,3%,11%,10%,-1,-4%,23,-2%,3%
O=C(Nc1cccc(Cl)c1)c1cc(-c2ccccc2)on1,-9%,0%[9.22 µM],-24%,-17,·,·,·,·
Cc1cc(C)n(CC(=O)NNC(=O)COc2ccc(Cl)cc2Cl)n1,-19%,11%,-29%,-1,1%,26,-25%,1%
CC(=O)Nc1cc(C)c2nc(NC(C)=O)sc2c1,10%,-7%,6%,-2,4%,-1,-5%,-5%
CC(C)(C)OC(=O)N1CCN(c2ccc(NC(=O)Cn3nnc(-c4ccccc4)n3)cc2)CC1,22%,-5%,41%,0,7%,?,1%,-12%
O=C(c1ccco1)N1CCN(C(=O)C2CCCO2)CC1 (stereo not given),4%,-12%,1%,-1,2%,10,-8%,10%
COc1ccc(/C=N/N(C(C)=O)c2nc(-c3ccc(C)cc3)cs2)cc1,19%,9%,-15%,-4,-3%,-13,0%,3%
CC1CCCCN1S(=O)(=O)c1ccc(C(=O)Nc2nnc(-c3ccco3)o2)cc1 (stereo not given),0%,22%,23%,3,0%,-9,-4%,-2%
COc1ccc(/C(N)=N/OC(=O)C2CCC(=O)N2S(=O)(=O)c2ccc(C)cc2)cc1OC (stereo not given),?,4%,·,3,15%,-6,0%,17%
Cc1cccc(-c2nc(C)c(CCNC(=O)C(=O)Nc3ccccc3C#N)s2)c1,-14%,5%,28%,7,1%,·,·,·
Nc1nc(N2CCN(C/C=C/c3ccccc3)CC2)nc2ccccc12,12%,5%,0%,-15,7%,-64*,-2%,-7%
O=C(NC1CCCC1)c1ccc(CS(=O)(=O)c2ccc(Cl)cc2)o1,8%,15%,8%,3,-8%,1,-3%,0%
COc1cccc(CNC(=O)N2CCN(c3ccccc3Cl)CC2)c1,11%,?,12%,1,3%,19,-11%,3%
CCCOC(=O)c1c(C)oc2c1cc(NS(=O)(=O)c1ccc(OCC)cc1)c1ccccc12,-13%,11%,18%,-21,·,·,·,·
COc1ccccc1NC(=O)c1sc(Cl)nc1C,-12%,29%,-21%,11,5%,0,7%,-1%
CCOc1cc(C)c(C(C)C)cc1S(=O)(=O)N1CC(C)OC(C)C1 (stereo not given),10%,-5%,11%,-1,15%,11,-8%,-11%
CC(C)NC(=O)CCCc1cn(C)c2ccccc12,11%,-7%,24%,5,4%,19,-3%,5%
CC(CNc1nc2ccccc2n2cnnc12)c1ccccc1 (stereo not given),-16%,16%,22%,2,13%,5,-7%,10%
O=C1OCCN1C(=O)[C@H]1[C@H](c2ccc([N+](=O)[O-])cc2)C(c2ccccc2)=NN1c1ccccc1,4%,10%,24%,1,20%,17,4%,11%
COC(=O)c1cc(NC(=O)CN2CCc3cc4c(cc3C2)OCCCO4)cc(C(=O)OC)c1,3%,17%,-9%,-10,0%,0,-5%,3%
CC(C)N(C(=O)Cn1cc(SCC(=O)Nc2ccccc2C(F)(F)F)c2ccccc21)C(C)C,-17%,10%,15%,-13,·,·,·,·
O=C(Nc1ccon1)c1ccc(S(=O)(=O)N2CCOCC2)cc1,-24%,-17%,-1%,-1,-8%,-3,1%,8%

# (next part)
SMILES,Abeta rescue,TDP43 rescue,FUS yeast rescue,DRD3 agonist,aSyn yeast inh,D3 antag,EPAC2 antag,EPAC2 ag
O=C(CSCc1ccc([N+](=O)[O-])cc1)Nc1ccccc1C(=O)O,3%,6%,2%,-13,2%,-2,8%,10%
CCOc1ccc(S(=O)(=O)N2CCC(N3CCN(Cc4ccc(F)cc4)C(=O)C3=O)CC2)cc1,-10%,23%,17%,6,·,·,·,·
COc1ccc(NC(=O)CCN2CCCC2)c(OC)c1,15%,-24%,26%,-2,0%,-51*,1%,7%
CC(=O)c1ccc(NC(=O)c2ccc(CNc3c(N4CCOCC4)c(=O)c3=O)cc2)cc1,-9%,3%,-26%,-3,-3%,-5,-4%,17%
COc1ccc(-c2noc(CCC(=O)Nc3cccc(C)c3)n2)cc1,15%,-10%,16%,-6,-4%,-21,-4%,-16%
CC(=O)Oc1ccc(N2C(=O)C3C4C=CC(CC4)C3C2=O)cc1[N+](=O)[O-] (stereo not given),9%,3%,-23%,-5,19%,-10,8%,-1%
COc1ccc(N(C)C(=O)c2cc3c(s2)-c2ccc(Cl)cc2S(=O)(=O)C3)c(OC)c1,12%,15%,11%,4,-3%,12,4%,17%
CCOC(=O)c1c(NC(=O)c2cc(-c3ccc(Br)cc3)on2)sc(C)c1C,-1%,9%,-17%,5,·,·,·,·
Cc1ccc(C(=O)/C=C/c2cc(C#N)n(C)c2C)cc1,-7%,29%,-6%,-2,0%,-4,-15%,-8%
O=C(NCCC(F)(F)F)C1Cc2c(-c3ccccc3Oc3ccccc3)ccnc2O1 (stereo not given),?,24%,35%,5,0%,22,-26%,12%
Cc1nn(Cc2ccc(F)cc2)c2sc(C(=O)Nc3ccccc3N3CCOCC3)cc12,2%,10%,·,6,8%,18,-13%,0%
O=C(NCCCN1CCOCC1)c1ccc2c(c1)N(Cc1ccccc1)C(=O)c1ccccc1S2=O (stereo not given),-11%,-2%,8%,-8,0%,-7,0%,-1%
COC(=O)c1c(-c2cc(C)ccc2C)csc1NC(=O)C1CC=CCC1C(=O)O (stereo not given),-20%,9%,20%,9,10%,15,-13%,-5%
O=c1c2cc(NC(=S)N3CCCCCC3)ccc2nc2n1CCCCC2,2%,-6%,6%,2,1%,-4,-1%,-5%
Cc1cc(C)c(S(=O)(=O)NCc2cccnc2)cc1C,-1%,8%,-13%,2,-1%,0,11%,5%
CN1CCNC(=O)C1CC(=O)N1CC=C(c2ccc(F)cc2)CC1 (stereo not given),-4%,-9%,15%,-7,0%,-17,0%,0%
CCc1ccc(C(=O)CN2C(=O)NC(C)(c3ccc(C)cc3)C2=O)cc1 (stereo not given),-12%,-10%,-1%,-2,7%,-5,-8%,-3%
Nc1nc(SCC(=O)NCCO)nc2sc3c(c12)CCCC3,-19%,-11%,-16%,-6,-1%,5,1%,5%
COc1ccc(OC)c(S(=O)(=O)N2CCC(C(=O)NCc3ccc4c(c3)OCO4)CC2)c1,12%,12%,22%,-2,-1%,-22,16%,2%
c1csc(C(c2nnnn2C2CCCC2)N2CCCC3(CCCCC3)C2)c1 (stereo not given),-4%,-5%,22%,-9,6%,-10,-1%,4%
Cc1ccsc1C(=O)OCC(=O)NC1CCCC(C)C1C (stereo not given),9%,31%,·,0,18%,25,6%,-6%
Cc1ccc(CCSc2ccc(F)cc2)cn1,16%,-24%,-14%,16,-2%,4,-18%,6%
CCOCCc1nn2c(=O)cc(COC(=O)c3ccccc3NC(=O)c3cccs3)nc2s1,3%,18%,-20%,6,·,·,·,·
Cc1cc(=O)n(Cc2cccc(Br)c2)c2c1c(C)nn2-c1ccccc1,2%,22%,-30%,-2,·,·,·,·
CCCCS(=O)CC(COc1ccc(Cl)cc1)OC(=O)c1ccccc1 (stereo not given),3%,2%,?,1,-1%,50,-13%,-13%
COc1ccccc1-c1cc(C(F)(F)F)nc(S(=O)(=O)CCCC(=O)NC(C)C)n1,-10%,4%,2%,0,-2%,-67*,-16%,1%

# An excerpt; rates above refer to the full screens.
